Source: PubChem BioAssay (several laboratories)
HSF1 activator: increases HSF-1 driven luciferase reporter signal | activation, % at 9 µM | 1.7% of 300,000 active | NIH3T3-HGL HSF-1 luciferase reporter, MG132, 8 h; 100% = twice DMSO control signal;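 active = mean replicate activation of at least 50% with a set share of replicates each reaching 50%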;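 also: 0% = median of the neutral control wells and 100% = twice that signal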
aSyn 5UTR inh: 5' untranslated region of α-synuclein, MLPCN primary screen | alpha-synuclein 5'UTR reporter, inhibitor activity | inhibition, % (tested at 7.5 µM) | 0.82% of 300,000 active; in the data active = inhibition above about 60%;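 also: H4 neuroglioblastoma cells stably carrying SNCA 5'UTR luciferase fusion; 0% = DMSO wells and 100% = positive control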
HSF1 inhib: HSF1 inhibition | NIH3T3-HGL HSE-luciferase, MG132-induced, luminescence 8 h; active compounds read low | activity change, negative = inhibition, % at 7.5 µM (by protocol) | 0.77% of 300,000 active;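 active = more than half of replicate wells show activity change below -50%, luminescence cut by over half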;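 also: luciferase reports HSF-1 transcriptional activity via heat shock element; 0% = median of DMSO wells and -100% = zero luminescence signal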
GSK3B inh: human GSK3beta kinase inhibition; GST-GSK3beta kinase, ADP-Glo luminescence, 60 min; active compounds read low; activity score (negative = inhibition), % at 10 µM; 0.038% of 300,000 active; P49841; AID 2097;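 active = more than half of replicate wells score below -50%, meaning over 50% inhibition versus plate controls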;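 also: 0% = median DMSO wells and -100% = median GW8510 positive control wells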
Target sequence (P49841 whole entry, looked up): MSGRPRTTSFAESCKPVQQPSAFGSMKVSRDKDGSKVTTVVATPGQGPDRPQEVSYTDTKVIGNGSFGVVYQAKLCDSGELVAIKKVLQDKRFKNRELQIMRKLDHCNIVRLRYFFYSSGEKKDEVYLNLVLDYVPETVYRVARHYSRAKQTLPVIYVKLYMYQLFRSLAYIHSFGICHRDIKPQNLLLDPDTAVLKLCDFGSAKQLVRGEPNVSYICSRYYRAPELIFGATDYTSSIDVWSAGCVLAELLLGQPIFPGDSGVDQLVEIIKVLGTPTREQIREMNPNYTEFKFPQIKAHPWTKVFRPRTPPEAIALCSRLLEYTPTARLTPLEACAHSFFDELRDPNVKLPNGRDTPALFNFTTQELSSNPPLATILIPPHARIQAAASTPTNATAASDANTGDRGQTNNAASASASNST
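test system = GST-tagged human GSK3beta kinase, cell-free | reagent = 25 µM ATP with peptide substrate | dosing = one dose of 10 µM per compound | schedule = 60 min reaction, RT | detection = luminescent ADP-Glo measurement of ADP formed | control set = DMSO neutral wells and GW8510 at 20 µM as positive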
HSP90 inh: inhibitors of HSP90 luciferase refolding in rabbit reticulocyte lysate. 0.91% of 290,000 active. luciferase refolding luminescence, 3 h. inhibition, % at 5.6 µM;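 active = inhibition above the screen-wide mean plus 3 SD, computed separately per campaign, cut at about 16% in these data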;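 also: 0% = DMSO wells and 100% = 60 µM geldanamycin wells; inhibitors lower the luminescence because luciferase stays unfolded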
GSK3 alpha inh: blocks human GSK-3 alpha kinase | ADP-Glo luminescence, 60 min | inhibition, % at 10 µM | 0.1% of 320,000 active | AID 2650;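 in the data active = inhibition above about 50%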;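 also: GST-tagged GSK-3 alpha with peptide substrate and 25 µM ATP; 0% = DMSO neutral wells and 100% = GW8510 positive control wells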
Target sequence (P49840 whole entry, looked up): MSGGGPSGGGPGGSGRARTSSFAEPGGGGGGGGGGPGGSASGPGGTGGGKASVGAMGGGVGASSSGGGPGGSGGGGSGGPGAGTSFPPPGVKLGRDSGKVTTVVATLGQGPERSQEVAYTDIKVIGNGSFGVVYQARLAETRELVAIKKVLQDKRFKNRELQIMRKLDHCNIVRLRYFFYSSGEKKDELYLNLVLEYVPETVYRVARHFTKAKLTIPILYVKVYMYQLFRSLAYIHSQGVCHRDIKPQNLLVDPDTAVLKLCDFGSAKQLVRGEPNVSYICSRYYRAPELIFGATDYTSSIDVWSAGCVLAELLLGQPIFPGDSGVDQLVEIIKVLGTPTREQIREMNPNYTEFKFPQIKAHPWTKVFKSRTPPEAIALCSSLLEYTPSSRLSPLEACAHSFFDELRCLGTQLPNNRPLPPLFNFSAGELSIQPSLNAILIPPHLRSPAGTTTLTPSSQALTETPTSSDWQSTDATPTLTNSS
AI-2 QS modul: modulators of Vibrio harveyi AI-2 quorum sensing system; Vibrio harveyi JMH597 AI-2 luminescence/OD600 ratio, 9 h; active compounds read low; strain lacks LuxN and CqsS sensors; 0 = neutral-control median; activity change, % at 7.5 µM; 0.4% of 300,000 active; AID 2094; in the data active = activity change below about -75%, passing the limit was not always enough;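 also: luminescence divided by OD600 gain over 9 h not by final OD600 alone; inactives centre near 13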
IEC-6 cytotox: counter-screen for KLF5 inhibitors: cytotoxicity in IEC-6 cells | inhibition, % at 5 µM | IEC-6 cytotoxicity, luminescence viability | 0.78% of 290,000 active; in the data active = inhibition above about 22%;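 also: 0% = plate median of test compound wells and 100% = cytotoxic reference compound wells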
KLF5 inhibitor: kruppel-like factor 5 inhibition. DLD-1 KLF5 promoter-luciferase reporter, luminescence. inhibition, % at 5 µM. 0.23% of 290,000 active;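 active = inhibition above a per-plate limit of that plate's mean compound inhibition plus 3 SD, cut at about 60% in these data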;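 also: 0% = DMSO wells and 100% = LY294002 at 200 µM; higher means less KLF5 promoter-driven luciferase light; inactives centre near -14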
PolyA inh: yeast polyadenylation inhibition | S. cerevisiae SKY197-pL101 polyadenylation reporter, beta-gal luminescence; efflux-impaired pdr1/pdr3 knockout yeast; score 100 = 6 SD above DMSO | calls only at 12 µM | 0.02% of 300,000 active;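 active = lowest replicate activity score at least 50, where 100 means six control SD above control mean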;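 also: yeast exposed to compound for 9 h at 30 °C; higher score means more reporter readthrough which indicates perturbed polyadenylation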
* hit, by the source's call; i = inactive; . = no result given. An excerpt; the hit share may differ from the screen's.

Values run as follows: HSF1 activator	aSyn 5UTR inh	HSF1 inhib	GSK3B inh	HSP90 inh	GSK3 alpha inh	AI-2 QS modul	IEC-6 cytotox	KLF5 inhibitor	PolyA inh
#1 Cc1nc(C/C(=N\Nc2ccccc2)c2ccc(O)cc2O)cs1
  5.3	-31.5	2.4	-1.7	0.1	-1.1	23.4	-8.4	-16.4	i
#2 Cc1ccnc(SCc2cc(=O)c(OC(=O)c3ccccc3)co2)n1
  -7.8	8.0	1.9	-2.0	0.2	1.9	12.1	1.2	-0.2	i
#3 CCN(c1ccc(OC)cc1)S(=O)(=O)c1nnc(NC(=O)C2CCCCC2)s1
  -0.6	10.9	3.9	0.2	0.4	-2.6	13.8	4.7	-7.2	i
#4 O=C(Nc1ccc(Br)cc1)N1CCCCCCC1
  14.7	-60.3	21.9	3.3	0.5	-1.7	19.8	-1.1	-9.6	i
#5 Cc1cccc(C(C)C)c1NC(=O)CN(C)Cc1cccc(F)c1
  -2.1	-12.3	-1.4	-2.5	3.5	-5.3	8.4	0.2	0.3	i
#6 CSc1cccc(NC(=O)N2CCCC(CNS(=O)(=O)Cc3ccccc3)C2)c1 (centres undefined)
  25.4	-98.4	9.7	-0.6	2.0	-1.1	35.1	-0.2	-1.5	i
#7 O=C(Cc1ccc(S(=O)(=O)N2CCCCC2)s1)Nc1cccc2ccccc12
  40.6	9.7	15.4	1.5	-1.3	-2.5	10.2	-9.3	0.1	i
#8 CC(C)C(NC(=O)c1ccccc1)C(=O)NC1=NCCS1 (centres undefined)
  -12.3	-22.0	-2.0	-0.1	0.0	0.7	1.0	6.8	-28.2	i
#9 Cc1cc(N2C(=O)C(=O)/C(=C(/O)c3ccc(F)cc3)C2c2cccc(Br)c2)no1 (centres undefined)
  1.9	9.1	-7.3	-0.6	-0.1	-3.6	41.4	-6.5	-3.5	i
#10 O=C(/C=C/c1ccccc1)N1c2ccccc2Sc2ccc(C(F)(F)F)cc21
  10.7	16.4	-2.5	4.7	3.3	-1.5	44.4	5.6	14.3	i
#11 COc1ccc(C)cc1C(=O)C1CC(C(=O)O)C(C)(C)C1C (centres undefined)
  -11.0	-8.0	-5.6	0.0	-0.1	-2.7	3.1	-0.2	1.6	i
#12 CC1CCCCC1NC(=O)/C=C/c1nc2ccccc2s1 (centres undefined)
  35.7	-148.5	18.9	-0.1	1.1	0.8	-13.0	6.8	-65.0	i
#13 CCCCn1c(SCC(N)=O)nc2ccc(N3CCOCC3)cc2c1=O
  38.3	-9.6	2.7	1.7	1.9	0.9	23.0	2.8	-27.0	i
#14 Cc1ccc(-c2cc(C(=O)O)c3cc(Br)ccc3n2)o1
  -4.3	8.1	4.0	1.1	-0.8	-6.7	8.4	-6.2	-0.9	i
#15 O=C(C1CC1)N1CCc2cc(S(=O)(=O)NCC3COc4ccccc4O3)ccc21 (centres undefined)
  -0.9	1.1	-2.2	-4.9	-2.4	-2.8	9.0	-1.5	-20.0	i
#16 CC(C)CCN1CCN(Cc2cccc(-n3cccn3)c2)CC1CCO (centres undefined)
  4.0	2.7	-8.7	0.3	3.8	-1.2	45.7	5.2	5.0	i
#17 Cc1cc(C)nc(NS(=O)(=O)c2ccc(NC(=O)CN3C(=O)c4ccccc4C3=O)cc2)n1
  -9.0	5.6	-4.0	3.3	-2.8	-0.3	-64.4	-3.3	-24.3	i
#18 Cc1nn(Cc2noc(C(=O)NCc3ccc4c(c3)OCO4)n2)c(C)c1Br
  24.8	9.9	-6.2	.	2.4	-0.7	.	7.5	13.6	i
#19 O=C(CS(=O)(=O)c1cn(CC(=O)N2CCCC2)c2ccccc12)Nc1ccccc1F
  24.8	-3.1	3.2	-1.3	0.7	0.8	5.4	-3.4	-9.9	i
#20 CCOc1ccc(NC(=O)C2CC(=O)N(c3ccccc3F)C2)cc1 (centres undefined)
  -4.2	25.3	1.8	-4.1	0.4	-0.6	13.2	-2.1	-2.4	i
#21 CCc1nnc(NC(=O)CSc2nnc(Cc3cccn3C)n2C)s1
  -11.2	-0.6	-0.7	-1.9	-5.0	2.2	10.4	-2.6	-4.9	i
#22 COc1ccc(F)cc1S(=O)(=O)NCc1ccccc1
  4.3	-12.9	-2.6	-3.0	-3.1	0.1	-1.6	1.7	19.7	i
#23 CCS(=O)(=O)N1N=C(c2cccc(NS(C)(=O)=O)c2)CC1c1ccccc1 (centres undefined)
  -2.7	-3.7	-3.8	1.3	-1.6	-0.5	22.9	4.5	-19.5	i
#24 O=C(N1CCOCC1)N1CCN(S(=O)(=O)N2CCOCC2)CC1
  19.8	10.6	-6.2	2.1	-1.3	-4.6	14.6	-4.7	5.8	i
#25 CC(NS(=O)(=O)c1ccccc1)C(=O)NC1CCCC1 (centres undefined)
  -7.6	-4.0	-0.8	1.3	0.6	-3.7	18.3	1.8	-16.2	i
#26 CC(=O)OCc1nc2sc(C)c(C)c2c(=O)[nH]1
  1.4	-1.3	-1.7	-2.5	-0.6	1.3	4.3	1.8	-26.2	i
#27 O=c1[nH]c2cc3c(cc2cc1C(c1nnnn1Cc1ccccc1)N1CCCCCC1)OCCO3 (centres undefined)
  -2.8	-12.6	3.0	0.3	3.0	1.0	10.5	3.5	-37.3	i
#28 C=CCn1c(=O)c2ccccc2n2c(SCC(=O)N(C)C)nnc12
  1.8	-22.5	0.0	0.7	0.1	.	24.8	-1.2	5.5	i
#29 CC1CCCC(NC(=O)COC(=O)Cc2c[nH]c3ccccc23)C1C (centres undefined)
  4.3	4.9	0.7	3.2	0.0	-0.7	16.1	-4.3	15.1	i
#30 O=C(N/N=C/c1cccc(O)c1)c1cc(-c2ccc3c(c2)OCO3)n[nH]1
  5.1	2.8	8.4	0.0	2.2	5.1	19.3	-0.8	-33.8	i
#31 COc1ccccc1NS(=O)(=O)c1cc([N+](=O)[O-])ccc1N/N=C/c1sc(N2CCOCC2)nc1-c1ccccc1
  -21.2	53.2	-10.8	-0.1	6.9	4.4	28.7	-3.3	-35.1	i
#32 CCC(NC(=O)COc1cc2c(c3oc(=O)c(C)c(C)c13)CCC(C)(C)O2)C(=O)O (centres undefined)
  -18.6	-13.1	-0.8	-24.4	-0.5	-0.4	2.1	9.6	-30.8	i
#33 COc1cc(C(c2nnnn2C2CCCC2)N2CCN(C)CC2)cc(OC)c1OC (centres undefined)
  8.2	-27.2	-2.2	0.3	-4.2	1.8	17.9	-1.2	-13.1	i
#34 CN=C1SC(CC(=O)Nc2cccc(C(F)(F)F)c2)C(=O)N1C (centres undefined)
  -0.2	18.9	0.1	-1.9	-3.1	-3.8	12.6	-8.9	-6.2	i
#35 O=c1cc(-c2ccc(O)cc2)oc2cc(O)c(C3OC(CO)C(O)C(O)C3O)c(O)c12 (centres undefined)
  6.9	-11.7	-0.1	-2.4	0.0	2.6	2.2	-0.5	-2.1	i
#36 COc1cc(SC)ccc1C(=O)NC1CCCCC1
  8.9	-31.2	5.3	2.1	2.3	0.5	2.8	5.0	9.3	i
#37 CCOc1ccc(CCNC(=O)COC(=O)c2nccnc2N)cc1OCC
  6.7	26.3	-2.5	-2.6	.	4.6	17.6	.	.	i
#38 Cn1c(=O)[nH]c(=O)c2c1nc(SCC(=O)O)n2CCCc1ccccc1
  2.3	-26.1	-5.2	-2.7	4.5	-1.0	3.6	1.9	-14.9	i
#39 CN(Cc1cccc2ccccc12)C(=O)c1cc(COc2c(F)cccc2F)on1
  27.1	36.0	14.5	3.3	1.7	1.7	22.3	-2.6	-11.3	i
#40 COc1ccc(N2CC(C(=O)NCc3ccco3)CC2=O)cc1 (centres undefined)
  -28.4	14.4	-13.4	0.3	0.2	-2.5	16.2	-1.6	-3.8	i
#41 CCc1ccc(CNc2ccc(N3CCN(C(C)=O)CC3)cc2)cc1
  8.7	-10.4	1.3	0.8	4.2	-6.0	43.5	-5.1	-23.1	i
#42 COc1cc(C2NC(=O)NC(C)=C2C(=O)OC(C)(C)C)ccc1OCC(=O)O (centres undefined)
  -1.1	18.5	-0.2	4.3	-0.2	-1.3	6.0	5.3	-21.0	.
#43 O=C(NCCO)C(=O)NCC1OCCCN1S(=O)(=O)c1cccs1 (centres undefined)
  -6.4	11.5	-8.4	3.6	-0.4	-3.9	12.5	-1.5	-16.7	i
#44 CN1CCN(NC(=S)NC(C)(C)CC(C)(C)C)CC1
  -7.5	14.4	-2.6	3.1	3.9	-3.0	16.1	-2.0	-5.3	.
#45 COc1ccc(OC)c(NC(=O)C(CC(=O)O)Cc2ccc(Cl)cc2)c1 (centres undefined)
  4.1	3.7	-5.7	-2.0	-1.7	.	15.0	2.1	12.8	i
#46 C/C(N)=C(\C#N)C(=O)NCc1ccccn1
  -2.9	-25.5	2.3	-4.5	-3.8	23.5	21.6	-5.9	-13.4	i
#47 COc1ccc(-c2cn3cc(C)ccc3n2)cc1F
  59.2*	77.5*	23.9	2.7	47.6*	-0.9	-4.5	8.7	-3.7	i
#48 COc1ccc(C(=O)COc2cccc(NC(=O)c3ccco3)c2)cc1
  -1.5	-17.5	1.6	-1.2	2.2	-12.2	42.3	2.0	-28.1	i
#49 Cc1ccc(-c2cc(C(=O)N/N=C/c3ccco3)n[nH]2)s1
  -15.7	-9.3	3.9	2.4	-0.1	1.5	13.5	1.3	-57.5	i
#50 CN(C)/C=C1/C=C(c2ccccc2)OC1=O
  24.4	-12.3	13.5	-2.6	0.8	3.0	11.5	-2.9	-22.9	i
#51 CC1(C(=O)Nc2nc3ccccc3s2)CC1(Br)Br (centres undefined)
  19.6	-117.9	9.4	-0.5	-4.0	1.9	9.3	-4.6	-159.5	i
#52 Cc1c(C(=O)N/N=C/C(C)C)[nH]c2ccc([N+](=O)[O-])cc12
  10.6	18.3	-4.9	0.3	1.1	.	12.3	-1.0	-5.6	i
#53 O=C(NCCN1CCOCC1)c1ccc(Cl)cc1[N+](=O)[O-]
  10.3	1.6	-1.4	1.6	0.4	-1.3	18.6	6.6	-15.6	i
#54 C=CCNc1ncnc2sc(SC)nc12
  -6.4	-1.2	-9.9	3.4	-1.9	-3.5	19.5	-2.4	-24.1	i
#55 COc1ccc(CCNC(=O)C2CC3Cn4c(nc5ccccc54)C3N2Cc2ccccc2)cc1 (centres undefined)
  3.2	9.7	-3.3	0.4	.	3.5	-5.7	.	.	.
#56 CC(=O)Nc1ccc(Cl)cc1C1COC(=O)C1=N (centres undefined)
  -5.9	12.0	-8.1	-0.3	-0.5	-2.5	0.3	-3.0	-36.5	i

2 records drawn at random from those above, as already listed:
Values run as follows: HSF1 activator	aSyn 5UTR inh	HSF1 inhib	GSK3B inh	HSP90 inh	GSK3 alpha inh	AI-2 QS modul	IEC-6 cytotox	KLF5 inhibitor	PolyA inh
#51 CC1(C(=O)Nc2nc3ccccc3s2)CC1(Br)Br (centres undefined)
  19.6	-117.9	9.4	-0.5	-4.0	1.9	9.3	-4.6	-159.5	i
#49 Cc1ccc(-c2cc(C(=O)N/N=C/c3ccco3)n[nH]2)s1
  -15.7	-9.3	3.9	2.4	-0.1	1.5	13.5	1.3	-57.5	i
